CDK5 inh: inhibitors of human CDK5/p35 kinase, primary screen, biochemical, single concentration; Cyclin-dependent kinase 5 (Homo sapiens) + Cyclin-dependent kinase 5 activator 1 (Homo …; Recombinant CDK5/p35, ADP-Glo luminescence, 60 min; inhibition, % at 10 µM; hit rate 0.01% among 330,000;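 active = highest replicate inhibition of at least 50% and at least 75% of replicates reaching 50%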;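 also: plate controls were DMSO neutral control for no effect and GW8510 at 10 µM for full effect; many of its hits are not listed in these tables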
Pemphigus Ab inh: inhibitors of pemphigus antibody binding to DSG3, primary screen, biochemical, bead-based, flow cytometry, scFv-GFP | Desmoglein-3 (Homo sapiens), P32926 | DSG3-coupled beads, scFv-anti-DSG3-GFP binding; active compounds read low | binding (percent of control), % at 10 µM | hit rate 0.48% among 310,000 | AID 588358, 2011;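 active = binding more than 3 SD below its plate's average and above zero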;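 also: hits lower antibody fragment binding to DSG3; some compounds called inactive have numbers as strong as hits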
SUMO Mot1 rescue: yeast Mot1-301 growth rescue at high temperature, primary screen, SUMOylation pathway inhibitor project, S. cerevisiae, ATP luminescence, 38.5C; growth rescue, % at 18.8 µM; S. cerevisiae Mot1-301 growth rescue; percent above DMSO median, 100 means doubled; hit rate 1% among 320,000; AID 2716, 2010;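 active = every valid replicate shows activation above 250% relative to neutral control wells; inactive = the rest, any valid replicate at or below 250%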;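 also: OY570 slx delta 5 strain wells were the positive control but not used for scaling; some compounds called inactive have numbers as strong as hits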
MITF act: activators of MITF-driven TRPM1 promoter reporter, primary screen, cell-based, SK-MEL-5, luciferase, single point; SK-MEL-5 TRPM1-promoter luciferase, 24 h; % of positive control, neutral wells = 0; activation, % at 12.5 µM; hit rate 0.75% among 300,000; AID 588334, 2011;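 active = mean activation of at least 80% with every replicate also reaching 80%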;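 also: 0% = neutral control wells and 100% = parthenolide positive control wells; values of inactives mirror those of a sister screen read the other way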
SR-BI DiI inh: inhibitors of SR-BI mediated HDL lipid uptake, primary screen, ldlA[mSR-BI] cells, fluorescence, single point. Scavenger receptor class B member 1 (Mus musculus), Q61009. ldlA[mSR-BI] CHO cells, DiI-HDL uptake fluorescence, 3 h. inhibition, % at 12.5 µM. hit rate 0.96% among 320,000;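 active = mean replicate inhibition of at least 70% and a set share of replicates each scoring 70 or more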;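 also: 0% = median of neutral control wells and 100% = median of positive control wells; values of inactives mirror those of a sister screen read the other way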
Target sequence (Q61009 whole entry, looked up): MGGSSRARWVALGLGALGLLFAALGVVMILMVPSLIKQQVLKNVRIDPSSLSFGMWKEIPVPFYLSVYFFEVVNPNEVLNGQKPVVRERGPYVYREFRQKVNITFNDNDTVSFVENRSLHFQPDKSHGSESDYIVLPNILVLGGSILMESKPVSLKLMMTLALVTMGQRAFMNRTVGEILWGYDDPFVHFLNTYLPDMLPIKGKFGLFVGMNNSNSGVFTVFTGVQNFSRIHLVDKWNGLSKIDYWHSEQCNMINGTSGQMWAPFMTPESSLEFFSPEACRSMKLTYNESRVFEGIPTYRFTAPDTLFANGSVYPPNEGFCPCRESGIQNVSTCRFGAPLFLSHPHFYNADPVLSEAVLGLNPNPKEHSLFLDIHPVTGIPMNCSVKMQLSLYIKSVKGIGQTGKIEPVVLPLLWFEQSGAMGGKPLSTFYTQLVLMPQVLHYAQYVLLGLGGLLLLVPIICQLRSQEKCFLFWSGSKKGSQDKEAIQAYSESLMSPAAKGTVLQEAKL
Arrestin-AP2 inh: inhibitors of beta-arrestin/AP2 binding, primary screen, biochemical, GPCR trafficking, flow cytometry; FITC-arrestin peptide / GST-AP2 beads; AP2 beta2 appendage carries R879A mutation; hit rate 0.31% among 340,000; inhibition, % at 10 µM; AID 504490, 2011;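 active = inhibition above a set limit, near 3 SD of compounds lacking own fluorescence, cut at about 54% in these data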;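 also: plate controls were DMSO wells for no effect and 5 µM unlabelled arrestin peptide for full effect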
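test system = AP2 appendage R879A on GSH beads | buffer or medium = PBS plus Tween 20 (0.05%) and BSA (0.1%) | incubation = 12 min plus 1 h, RT | detection = bead flow cytometry, FITC channel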
PKA-R2B act: activators of PKA-R2B holoenzyme, primary screen, biochemical, fluorescence polarization, Cy5-IP20, human; cAMP-dependent protein kinase catalytic subunit beta (Homo sapiens) + cAMP-dependent …; PKA-R2B holoenzyme dissociation; R2B truncated from residue 108, S112A mutant; 0% DMSO only, 100% 113 µM cGMP; activation, % at 11.4 µM; hit rate 0.079% among 340,000; AID 504700, 2011;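 active = activation above a cutoff set at the mean over all compounds plus 3 SD, cut at about 18% in these data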;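 also: higher means more holoenzyme dissociation and a rise in polarization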
Target sequence (P31323 whole entry, looked up, other chains not shown, the tested form may be a part): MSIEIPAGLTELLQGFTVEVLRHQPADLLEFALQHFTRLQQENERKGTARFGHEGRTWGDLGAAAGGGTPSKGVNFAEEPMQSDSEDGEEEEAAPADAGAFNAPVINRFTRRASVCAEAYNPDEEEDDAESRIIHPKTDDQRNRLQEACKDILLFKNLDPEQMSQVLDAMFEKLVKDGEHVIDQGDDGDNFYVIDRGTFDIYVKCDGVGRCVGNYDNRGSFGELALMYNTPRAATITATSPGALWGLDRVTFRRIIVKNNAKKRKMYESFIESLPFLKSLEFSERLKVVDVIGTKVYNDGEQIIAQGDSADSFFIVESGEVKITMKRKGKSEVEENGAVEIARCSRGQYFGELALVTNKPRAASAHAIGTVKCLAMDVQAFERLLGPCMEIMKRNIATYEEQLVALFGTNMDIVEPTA
SR-BI uptake up: activators of SR-BI mediated DiI-HDL uptake, primary screen, ldlA[mSR-BI] CHO cells, DiI fluorescence | activation, % at 12.5 µM | hit rate 0.096% among 320,000 | 3 h; 100 = double the neutral-control signal;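 active = mean replicate activation of at least 60% and every replicate at or above 60%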;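 also: 0% = median plate neutral-control signal and 100% = twice that signal; values of inactives mirror those of a sister screen read the other way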
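System: CHO ldlA[mSR-BI] cells / Medium: HEPES-buffered (25 mM, pH 7.4) F12 plus 0.5% BSA / Probe or stimulus: labelled HDL, 10 µg/mL / Doses: single compound concentration, delivered by pin transfer / Schedule: 3 h, 37 °C / Measured by: DiI fluorescence, bottom read / Measure: cell-associated DiI fluorescence as measure of HDL uptake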
dFosB act: activators of delta FosB homodimer, primary screen, biochemical, fluorescence polarization, TAMRA-CDK5 oligo, single point; hit rate 0.99% among 340,000; Protein FosB (Mus musculus), P13346; activation, % at 25 µM; purified delta FosB; percent of positive-control signal above neutral wells;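 active = mean activation above about 17%, with every replicate also reaching it, limit read from the data, passing the limit was not always enough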;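 also: fluorescence polarization rise as delta FosB binds a TAMRA Cdk5 AP-1 oligo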
NSD2 HMT inh: NSD2 histone methyltransferase inhibitors, primary screen, biochemical, AlphaScreen, single concentration, set 2. NSD2 peptide methylation, 120 min. hit rate 0.54% among 310,000. Histone-lysine N-methyltransferase NSD2 (Homo sapiens), O96028. inhibition, % at 12.5 µM; in the data active = inhibition above about 50%
PKA-R1A activ: activators of PKA-R1A holoenzyme, primary screen, biochemical, fluorescence polarization, Cy5-IP20, bovine R1A, mouse PKAc | cAMP-dependent protein kinase type I-alpha regulatory subunit (Bos taurus) + … | activation, % at 11.4 µM | hit rate 0.083% among 340,000 | PKA-R1A dissociation; scaled: DMSO 0%, 113 µM cGMP 100%;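 active = percent activation above the mean of all tested compounds plus 3 SD, cut at about 19% in these data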;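 also: higher means more PKAc released from R1A so a rise in polarization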
Starred values were filed as active, the others as inactive; · = not tested or not shown.

SMILES	CDK5 inh	Pemphigus Ab inh	SUMO Mot1 rescue	MITF act	SR-BI DiI inh	Arrestin-AP2 inh	PKA-R2B act	SR-BI uptake up	dFosB act	NSD2 HMT inh	PKA-R1A activ
CC(=O)Nc1ccc(NC(=O)CN(C)S(=O)(=O)c2ccc3c(c2)CCC(=O)N3)cc1	-0.5	97	8	6	1	-1	5	-1	-9	4	5
CCc1nnc(NC(=O)CSc2nnc(-c3cccnc3)n2C)s1	-0.6	105	-2	1	1	-12	·	-1	-8	-1	·
CCN(CC)c1ccc(C2C3CCCCC3(O)CCN2CC(=O)N2CCCCC2)cc1 (configuration not stated)	-1.6	111	-22	16	-21	4	0	21	-1	11	-11
CCOC(=O)C1=C(O)/C(=C/c2ccc(OCC(=O)O)c(OCC)c2)SC1=Nc1ccc(OC)cc1	0.4	98	88	-5	9	11	7	-9	-3	7	-6
CCOc1ncccc1-c1nc(-c2cccs2)no1	-0.4	96	916*	9	9	30	1	-9	-15	-9	-11
CCOc1ccccc1OCCCC(=O)N1CCN(S(=O)(=O)c2ccc(C)cc2)CC1	0.1	99	-10	·	12	21	-6	-12	-14	·	-5
CCc1cc(C)c(O)c(CC)n1	-2.2	106	5	8	-5	18	-1	5	4	-1	1
COc1cc(C#N)c(NS(=O)(=O)c2ccc3[nH]c(=O)sc3c2)cc1OC	0.1	96	-10	-5	-1	33	4	1	-5	1	-11
COC(=O)Cc1cc(=O)[nH]c(/N=C(\N)Nc2cccc(C)c2)n1	-1.4	104	·	7	3	10	3	-3	-6	-1	-3
CC(C)c1ccc(NC2CCCN(C(=O)c3ccoc3)C2)cc1 (configuration not stated)	-1.3	100	-10	11	-6	51	-12	6	3	·	0
COc1ccc(CN2CCN(Cc3cc(=O)oc4cc(C)ccc34)CC2)c(OC)c1OC	-0.6	98	-7	0	23	2	-11	-23	-24	3	-10
CCN(CC(=O)NCc1ccc(F)cc1)C(=O)C1CCN(S(=O)(=O)c2ccc(C(C)C)cc2)CC1	-0.2	97	·	-11	-21	33	-5	21	-13	1	2
COc1ccc(CN(C)C(=O)c2cccc(NC(=O)CC3SC(N4CCCCC4)=NC3=O)c2)c(OC)c1 (configuration not stated)	-1.0	112	·	-60	68	4	-18	-68	0	0	5
COC(=O)c1[nH]c2cc(C)ccc2c1NC(=O)CN1CCN(c2ccccc2OC)CC1	0.6	105	492*	-20	76*	-3	0	-76	-1	0	2
O=C(CN1CCCCC1)N/N=C/c1ccccc1OCc1ccccc1	-1.7	·	13	8	-12	-5	-10	12	-3	-1	2
Cc1cc(Br)ccc1OCC(=O)N1CCCCCC1	0.2	94	7	11	21	3	13	-21	-1	-2	-13
CC1CN(C)C(C)C/C1=N\Oc1ccc([N+](=O)[O-])cc1 (configuration not stated)	2.3	100	-8	11	-13	7	2	13	-5	-2	1
CC(C)c1ccc(NC(=O)C2CCN(C(=O)[C@@H]3Cc4ccccc4CN3)CC2)cc1	·	102	1	6	-14	1	-3	14	-3	0	1
COc1ccc(C(=O)Nc2nnc(SCC(=O)NCC3CCCO3)s2)cc1OC (configuration not stated)	-0.6	110	-11	16	29	-15	5	-29	-3	-2	11
C=CCc1ccccc1Oc1cc(F)nc(N)n1	0.8	116	-20	-3	16	32	3	-16	6	2	3
O=C(O)CCN1CCc2ccccc2C1c1ccncc1 (configuration not stated)	0.9	106	-10	-7	0	9	1	0	-5	21	-10
Cc1ccc(CNC(=S)NCc2ccncc2)cc1	-0.3	110	68	8	-10	0	-7	10	-2	-1	7
COc1ccc(OC)c(-c2cc(C(=O)N3CCCc4ccccc43)no2)c1	0.1	99	-17	3	40	4	-12	-40	2	-1	-1
Cc1nc2nc(C)c(NS(=O)(=O)c3ccc(C(C)(C)C)cc3)c(=O)n2[nH]1	-1.5	100	13	8	·	27	-5	·	-5	1	8
CCOc1cc(/C=N/NC(=O)C2CCCC2)ccc1OC(C)C	0.3	100	13	8	-12	-10	2	12	-5	-2	-2

Eleven of the compounds above, as a markdown table:
| SMILES | CDK5 inh | Pemphigus Ab inh | SUMO Mot1 rescue | MITF act | SR-BI DiI inh | Arrestin-AP2 inh | PKA-R2B act | SR-BI uptake up | dFosB act | NSD2 HMT inh | PKA-R1A activ |
| --- | --- | --- | --- | --- | --- | --- | --- | --- | --- | --- | --- |
| O=C(CN1CCCCC1)N/N=C/c1ccccc1OCc1ccccc1 | -1.7 | · | 13 | 8 | -12 | -5 | -10 | 12 | -3 | -1 | 2 |
| Cc1cc(Br)ccc1OCC(=O)N1CCCCCC1 | 0.2 | 94 | 7 | 11 | 21 | 3 | 13 | -21 | -1 | -2 | -13 |
| CC1CN(C)C(C)C/C1=N\Oc1ccc([N+](=O)[O-])cc1 (configuration not stated) | 2.3 | 100 | -8 | 11 | -13 | 7 | 2 | 13 | -5 | -2 | 1 |
| CC(C)c1ccc(NC(=O)C2CCN(C(=O)[C@@H]3Cc4ccccc4CN3)CC2)cc1 | · | 102 | 1 | 6 | -14 | 1 | -3 | 14 | -3 | 0 | 1 |
| COc1ccc(C(=O)Nc2nnc(SCC(=O)NCC3CCCO3)s2)cc1OC (configuration not stated) | -0.6 | 110 | -11 | 16 | 29 | -15 | 5 | -29 | -3 | -2 | 11 |
| C=CCc1ccccc1Oc1cc(F)nc(N)n1 | 0.8 | 116 | -20 | -3 | 16 | 32 | 3 | -16 | 6 | 2 | 3 |
| O=C(O)CCN1CCc2ccccc2C1c1ccncc1 (configuration not stated) | 0.9 | 106 | -10 | -7 | 0 | 9 | 1 | 0 | -5 | 21 | -10 |
| Cc1ccc(CNC(=S)NCc2ccncc2)cc1 | -0.3 | 110 | 68 | 8 | -10 | 0 | -7 | 10 | -2 | -1 | 7 |
| COc1ccc(OC)c(-c2cc(C(=O)N3CCCc4ccccc43)no2)c1 | 0.1 | 99 | -17 | 3 | 40 | 4 | -12 | -40 | 2 | -1 | -1 |
| Cc1nc2nc(C)c(NS(=O)(=O)c3ccc(C(C)(C)C)cc3)c(=O)n2[nH]1 | -1.5 | 100 | 13 | 8 | · | 27 | -5 | · | -5 | 1 | 8 |
| CCOc1cc(/C=N/NC(=O)C2CCCC2)ccc1OC(C)C | 0.3 | 100 | 13 | 8 | -12 | -10 | 2 | 12 | -5 | -2 | -2 |

(cont.)
SMILES	CDK5 inh	Pemphigus Ab inh	SUMO Mot1 rescue	MITF act	SR-BI DiI inh	Arrestin-AP2 inh	PKA-R2B act	SR-BI uptake up	dFosB act	NSD2 HMT inh	PKA-R1A activ
C[C@@H](C(=O)Nc1ccc(OC(F)F)c(Cl)c1)N1C(=O)C2CC=CCC2C1=O (some centres not stated)	-2.6	115	-18	-1	8	0	10	-8	-2	-10	-8
CC(=O)Nc1cccc(NC(=O)CN2c3cccc4cccc(c34)S2(=O)=O)c1	-0.2	97	3	-7	2	13	-8	-2	-16	·	4
Cc1ccc(C(=O)NC(=S)Nc2ccc3[nH]c(=O)[nH]c3c2)cc1C	-0.3	108	75	-2	-23	15	-15	23	1	1	-12
N#CCCN(C(=O)COC(=O)CNS(=O)(=O)c1ccc2ccccc2c1)c1ccccc1	0.1	·	0	0	-8	-5	4	8	-10	1	9
Cc1nn(C2CCS(=O)(=O)C2)c2nc(C3CC3)cc(C(=O)Nc3cccc(C#N)c3)c12 (configuration not stated)	-12	106	·	-20	53	0	-3	-53	-11	-1	10
O=C(Cc1ccc(S(=O)(=O)N2CCOCC2)s1)NCCOc1ccccc1	0.5	104	-5	1	-6	24	-2	6	2	0	-3
O=C(COC(=O)C1CCN(S(=O)(=O)c2ccc3c(c2)OCCO3)CC1)Nc1ccccc1OC(F)F	1.2	103	0	3	7	7	-3	-7	-1	-1	-3
COc1cc(/C=N/O)ccc1OCc1ccccc1Cl	-0.1	95	39	96*	25	10	-10	-25	-4	0	-7
CCC(=O)N1CCN(c2ccc(NC(=O)COc3cccc(C)c3C)cc2)CC1	2.1	96	439	-11	19	-29	-11	-19	-2	1	-6
Cc1ccc(CN(C)C(=O)c2ccccc2NC(=O)c2ccccc2)o1	-1.0	·	·	9	-19	30	-3	19	-13	1	4
O=C(O)c1ccccc1C(=O)Nc1nc(-c2ccccc2)cs1	-0.5	114	21	·	-8	5	1	8	-4	-3	-12
CCOc1ccccc1OCCCC(=O)OCC(=O)Nc1cccc(Cl)c1	0.9	91	28	-3	-21	3	5	21	-11	-1	11
O=C(NC1CCCC1)c1ccc(CS(=O)Cc2ccc(Cl)cc2)o1 (configuration not stated)	2.0	103	6	-1	2	3	-8	-2	0	0	-4
CCN(CC)C(=O)CNC(=O)c1nn(-c2ccc(OC)c(Cl)c2)c(=O)c2ccccc12	-0.4	102	134	-1	-14	-2	-2	14	-25	30	9
CCN(CC)S(=O)(=O)c1ccc2oc(SCC(=O)NC3CC3)nc2c1	-0.4	102	1	-13	0	4	-2	0	-3	-1	-4

Marked active in SR-BI DiI inh, of those listed so far:
SMILES	CDK5 inh	Pemphigus Ab inh	SUMO Mot1 rescue	MITF act	SR-BI DiI inh	Arrestin-AP2 inh	PKA-R2B act	SR-BI uptake up	dFosB act	NSD2 HMT inh	PKA-R1A activ
COC(=O)c1[nH]c2cc(C)ccc2c1NC(=O)CN1CCN(c2ccccc2OC)CC1	0.6	105	492*	-20	76*	-3	0	-76	-1	0	2

Compound activity as filed in PubChem BioAssay.
